# PGC1a acetyl inh – lowers PGC1a acetylation signal in U2OS cells; AlphaScreen anti-acetyl-lysine; with virally co-expressed GCN5 acetyltransferase; inhibition, % at 15.6 µM; 350,000 tested, 0.17% active;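 active = every replicate shows inhibition of at least 40%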;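 also: 0% = neutral control wells and 100% = positive control wells; some results beyond the cut were filed as inactive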
# C2C12 statin – suppression of simvastatin myotoxicity; C2C12 myotubes + simvastatin, ATP luminescence, 48 h; scaled: DMSO 0, geranylgeraniol control 100; rescue of ATP level, % at 7.49 µM; 330,000 tested, 0.78% active; AID 602340;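 active = mean ATP rescue above about 67%, or every replicate alone reaching that limit, limit read from the data, passing the limit was not always enough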;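 also: myotubes were challenged with 10 µM simvastatin during compound exposure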
# GSIS activator – GLuc luminescence reporter in INS-1E cells, primary screen for activators of glucose-dependent secretion of insulin; AID 743287; activation, % at 16.6 µM; 370,000 tested, 0.61% active; INS-1E GLuc reporter insulin secretion, 2-3 h;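 active = lowest replicate activation of at least 40%, so every replicate reaches that level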;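 also: 0% = median of neutral control wells and 100% = median of IBMX positive control wells; some compounds called inactive have numbers as strong as hits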
# LGR2 antag – inhibitors of bursicon-induced Drosophila LGR2 receptor cAMP signaling; HEK293 LGR2, CRE-luciferase, bursicon-stimulated, 4 h; inhibition, % at 9.99 µM; 380,000 tested, 0.35% active; AID 720647;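 active = drop in luminescence signal, shown as inhibition above about 50% in the replicate tests, limit read from the data, passing the limit was not always enough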;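 also: agonist challenge used bursicon conditioned medium at about half maximal strength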
# PglD inh – blocks C. jejuni PglD acetyltransferase activity | purified PglD enzyme, DTNB colorimetric CoA detection | inhibition, % at 12.5 µM | 360,000 tested, 0.098% active | AID 602405; in the data active = inhibition above about 16%, passing the limit was not always enough; also: strong numbers were not always called active
# ARNT TACC3 PPI – ARNT/TACC3 interaction disruption; Q9Y6A5; AlphaScreen His-ARNT PAS-B/GST-TACC3 binding, luminescence; TACC3 fragment carries E629A point mutation; inhibition, % at 9.99 µM; 390,000 tested, 0.66% active;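 active = mean inhibition of replicates at least 50% and at least half of replicates each reaching 50%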;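 also: 0% = complete ARNT plus TACC3 wells and 100% = ARNT alone without TACC3; many hits fall short of the cut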
# PAX8 inh HTS – lowers PAX8-driven luciferase in RMG-I cells. RMG-I TPO-luciferase reporter, SteadyGlo, 24 h. inhibition, % at 12.6 µM. 360,000 tested, 1.2% active;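 active = mean replicate inhibition at least 60% with every replicate also reaching 60%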;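 also: luciferase light reporting Pax8 driven TPO promoter activity; plate controls were median of neutral control wells for no effect and mitoxantrone controls for full effect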
# Cneo AK release – Cryptococcus neoformans lysis via adenylate kinase release; C. neoformans lysis, adenylate kinase release luminescence, 4 h; normalised: neutral wells 0, clomiphene wells 100; lysis activity, % at 15 µM; 360,000 tested, 0.2% active; AID 651654;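 active = mean lysis activity across replicates of at least 80%, whatever share of replicates individually reach that level; inactive = mean lysis activity below 80%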
#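 Material – Cryptococcus neoformans yeast cells · Quantity – 5 × 10^6 yeast cells/mL · Buffer or medium – YPD medium · Compound – single dose · Timing – 4 h static compound exposure, 37 °C, read 1 h post-reagent · Signal – adenylate kinase release luminescence · Read-out basis – lysis from increased AK signal · Benchmarks – Clomiphene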
# Starred values were filed as active, the others as inactive; . = no result given.
no.	SMILES	PGC1a acetyl inh	C2C12 statin	GSIS activator	LGR2 antag
1	COc1cc(NC(=O)CN2C(=O)NC(C)(c3ccc(OC(F)F)cc3)C2=O)cc(OC)c1OC (stereo not given)	-2	1	-16	-8
2	CCc1c(C)nc2cc(-c3cc(OC)cc(OC)c3)nn2c1N1CCCC1	-2	-54	13	9
3	O=C(c1nc2ccc(Cl)cn2c1CNCCn1ccnc1)N1CCCCCCC1	-4	16	-2	-6
4	Cc1ccc(SCC(=O)N(C)C2CCS(=O)(=O)C2)c(C)c1 (stereo not given)	.	-1	.	.
5	Cc1nnc(NC(=O)CSc2nnc(CNC(=O)c3ccccc3)n2-c2ccccc2)s1	3	-2	8	-16
6	CN1C(=O)S/C(=C/c2ccc(OCc3cccc(C(=O)O)c3)cc2)C1=O	21	8	-7	-5
7	Cc1ccc(S(=O)(=O)Nc2ccc3c(c2)CC(=O)N([C@@H](C)CO)C[C@@H](C)[C@H](CN(C)S(=O)(=O)c2c(C)noc2C)O3)cc1	-1	-4	-4	1
8	Cc1ccc(-n2c(=O)cc(N3CCCCCC3)[nH]c2=O)cc1	15	-3	.	-14

no.	PglD inh	ARNT TACC3 PPI	PAX8 inh HTS	Cneo AK release
1	1	4	1	-6
2	-3	-1	.	9
3	-5	10	-28	2
4	-3	-3	-18	-1
5	-4	-4	0	0
6	0	0	-81	2
7	-2	1	-18	-7
8	-1	-2	-22	0

# (more compounds)
no.	SMILES	PGC1a acetyl inh	C2C12 statin	GSIS activator	LGR2 antag
9	CCOP(=O)(OCC)/C(C#N)=C/c1c[nH]c2ccccc12	.	-6	1	11
10	COc1ccc(CCNC(=O)CC2C(=O)NCCN2CC(C)(C)C)cc1 (stereo not given)	18	3	-7	10
11	O=C(NCCN1CCOCC1)c1cc(Sc2cccc(Cl)c2)nc2ccccc12	-1	.	-9	3
12	CCOc1ccc(S(=O)(=O)Nc2ccc(C(=O)N3CC(C)OC(C)C3)cc2)cc1 (stereo not given)	.	6	-7	7
13	O=C(O)CCN(CCC(=O)O)c1ccccc1	-5	9	.	.
14	C=CCn1c(SCc2ccc(C#N)cc2)nnc1-c1ccccc1	9	16	.	.
15	COc1ccc(OC)c(NC(=O)COc2coc(CN3CCc4ccccc43)cc2=O)c1	.	3	-3	0
16	CC(C)Oc1ccc(NC(=O)C2CCCNC2=O)cc1 (stereo not given)	15	-6	-1	15

no.	PglD inh	ARNT TACC3 PPI	PAX8 inh HTS	Cneo AK release
9	-5	1	-4	2
10	-4	5	-6	0
11	-2	4	-9	-2
12	-3	-1	-13	-2
13	6	1	.	4
14	3	-1	.	-1
15	-2	2	16	-1
16	1	3	.	1

# The final 3 compounds of the section above open the next one:
no.	SMILES	PGC1a acetyl inh	C2C12 statin	GSIS activator	LGR2 antag
14	C=CCn1c(SCc2ccc(C#N)cc2)nnc1-c1ccccc1	9	16	.	.
15	COc1ccc(OC)c(NC(=O)COc2coc(CN3CCc4ccccc43)cc2=O)c1	.	3	-3	0
16	CC(C)Oc1ccc(NC(=O)C2CCCNC2=O)cc1 (stereo not given)	15	-6	-1	15
17	Cc1ccc(-c2nnn(CCOc3cccc(Br)c3)n2)cc1	.	.	-17	5
18	C=C(C)C(=O)Nc1cccc(C2=NOC3(C2)C[C@@H](C(N)=O)N(C(=O)c2ccc(OC)cc2)C3)c1 (stereo not given in full)	5	-9	.	.
19	C=CCNC(=S)NCc1ccccc1	-9	.	-32	7
20	O=c1c([N+](=O)[O-])cccn1Cc1ccc(F)cc1Cl	5	-1	3	29
21	C=CCOc1ccccc1CN1CCCCCC1	-6	0	18	9
22	COc1cc2c(cc1OC)C(NNC(=O)c1ccc(Br)o1)=NC(C)(C)C2	-5	-25	15	8
23	CCCCOc1ccc(-c2nnn(CC(=O)NCc3ccco3)n2)cc1	11	-62	.	.
24	O=S(=O)(c1ccc(F)cc1)N1CCN(c2nc(-c3cccnc3)nc3ccccc23)CC1	1	8	-24	2

no.	PglD inh	ARNT TACC3 PPI	PAX8 inh HTS	Cneo AK release
14	3	-1	.	-1
15	-2	2	16	-1
16	1	3	.	1
17	.	2	-4	.
18	-5	-12	.	0
19	.	-8	7	.
20	0	-1	11	3
21	-2	-2	-6	0
22	-3	13	0	1
23	-4	-2	.	0
24	7	3	26	0

# Next compounds:
no.	SMILES	PGC1a acetyl inh	C2C12 statin	GSIS activator	LGR2 antag
25	Cc1cc(C)c(OCC(=O)OCC(=O)N2CCN(C(=O)c3ccco3)CC2)c(C)c1	.	10	1	5
26	c1ccc(-c2cc3n(c2)CCc2ccccc2-3)cc1	1	.	-18	66*
27	CC(C)CNc1oc(-c2ccc(F)cc2)nc1C#N	5	7	27	-48
28	O=C(CN(C(=O)c1ccccc1)N1C(=O)CCC1=O)c1cccs1	-2	.	11	7
29	Cc1cc(-c2csc(N)n2)c(C)n1CCC(C)C	-16	11	.	.
30	CC(C)NC(=O)c1cccc(Cn2cc(Cl)cn2)c1	3	14	.	.
31	CCn1c(C(C)NC(=O)c2cccs2)nc2ccccc21 (stereo not given)	-3	10	24	7
32	O=C(Nc1ccc(N2CCOCC2)c(F)c1)c1cccs1	3	-19	28	-85

no.	PglD inh	ARNT TACC3 PPI	PAX8 inh HTS	Cneo AK release
25	.	4	-9	.
26	.	3	.	.
27	-5	-4	-61	-3
28	-2	-14	-4	-1
29	3	-4	.	0
30	-5	-6	12	-2
31	0	1	10	0
32	0	0	-147	-6

# Other results.
no.	SMILES	PGC1a acetyl inh	C2C12 statin	GSIS activator	LGR2 antag
33	COc1ccc(-c2cc(C(=O)N3CCCCCC3)c3cc(C)ccc3n2)cc1	-10	-3	-15	-6
34	O=C(NCc1cccnc1)c1ccc(Cl)c(Cl)c1	-5	1	.	.
35	O=C(Nc1ccc(OC(F)(F)F)cc1)C1CCCN(S(=O)(=O)c2cccnc2)C1 (stereo not given)	-8	-34	.	.
36	N#Cc1c(-c2ccccc2)nc(-c2ccncc2)[nH]c1=O	7	7	0	22
37	Nc1nccnc1C(=O)OCC(=O)NNC(=O)c1ccccc1	.	-4	35	18
38	COC(=O)C1=C(C)NC(=O)NC1c1ccc(N2CCC(c3ccccc3)=N2)cc1 (stereo not given)	4	-1	-21	2
39	O=C(c1ccccc1F)N1CC[C@H]2[C@H](CO)Nc3ccc(-c4ccccc4)cc3[C@H]21	-12	6	-20	-7
40	COc1ccc(NS(=O)(=O)c2cccc(C(=O)OCC(=O)c3c(N)n(C)c(=O)n(C)c3=O)c2)cc1	-5	5	1	8

no.	PglD inh	ARNT TACC3 PPI	PAX8 inh HTS	Cneo AK release
33	-4	26	-15	-2
34	6	-8	.	5
35	1	-8	.	-4
36	3	-1	-19	-1
37	1	9	-8	3
38	1	-10	-10	2
39	-2	3	42	-1
40	6	.	5	2

# New compounds follow.
no.	SMILES	PGC1a acetyl inh	C2C12 statin	GSIS activator	LGR2 antag
41	Cc1ccc(-c2nc3c4ccccc4ccn3c2Cc2ccccc2)cc1	7	0	.	-23
42	Cc1sc2nc(CN3CCOCC3)nc(N3CCN(S(=O)(=O)c4ccccc4)CC3)c2c1C	-4	0	-32	0
43	CN1CCN(c2oc(-c3ccc([N+](=O)[O-])cc3)nc2C#N)CC1	-2	3	-3	10
44	CO[C@@H]1CC[C@H]2CCN(C)C(=O)[C@H](C)N(C)C(=O)c3cc(C#N)ccc3OC[C@H]1O2	.	8	4	-8
45	Cc1sc2ncnc(NCC(O)c3ccc([N+](=O)[O-])cc3)c2c1C (stereo not given)	.	-23	-46	-1
46	Cc1cc(Br)ccc1OCCOCCN1CCCC1	-4	0	14	-4
47	CCOC(=O)c1c(SCCN2CCCCC2)n(-c2ccccc2)c(=S)n(-c2ccccc2)c1=O	.	.	-6	8
48	COc1ccc(S(=O)(=O)N(C)C[C@H]2Oc3ccc(NC(=O)Nc4c(C)noc4C)cc3C(=O)N([C@H](C)CO)C[C@H]2C)cc1	4	49	7	-5

no.	PglD inh	ARNT TACC3 PPI	PAX8 inh HTS	Cneo AK release
41	0	.	-1	3
42	-2	-3	30	-2
43	.	11	1	.
44	-2	2	-4	-3
45	3	11	32	1
46	0	8	-20	3
47	.	-7	-14	.
48	-2	-6	.	-3

# Other results
no.	SMILES	PGC1a acetyl inh	C2C12 statin	GSIS activator	LGR2 antag
49	COc1ccc(N2CCN(C(=O)CCn3nnc4ccccc43)CC2)cc1	-3	0	.	.
50	CN(C)CC(=O)N[C@H]1CC[C@H](CCNC(=O)C2CCCCC2)O[C@@H]1CO	-2	8	4	-6
51	Cc1noc(C)c1NC(=O)N(C)C[C@@H]1OCCCC[C@H](C)Oc2ccc(NC(=O)NC3CCCCC3)cc2C(=O)N([C@@H](C)CO)C[C@@H]1C	6	.	-1	-9
52	CCc1cc(=O)oc2cc(C)cc(OCC(=O)NCc3cccnc3)c12	-6	6	25	1
53	O=C(N/N=C/c1ccc(O)cc1)c1nc(-c2ccccc2)n(-c2ccccc2)n1	-7	4	6	-7
54	CCCNC(=O)c1ccc(Cn2cc(C(F)(F)F)ccc2=O)cc1	-4	7	.	5
55	O=C(CN1CCC(n2nnc3ccccc32)CC1)Nc1ccc2c(c1)CCC2	-16	-16	.	.
56	COc1ccc(S(=O)(=O)N2CCN(C(=O)c3oc4ccccc4c3C)CC2)cc1	.	4	-12	2

no.	PglD inh	ARNT TACC3 PPI	PAX8 inh HTS	Cneo AK release
49	-5	.	1	0
50	-2	-4	-10	11
51	-1	4	4	0
52	-3	-12	-8	-6
53	1	2	13	-3
54	4	-16	-4	4
55	2	-7	.	6
56	7	-1	22	2

# Additional records follow:
no.	SMILES	PGC1a acetyl inh	C2C12 statin	GSIS activator	LGR2 antag
57	COC(=O)C1=C(C)N(Cc2ccccc2)C(=NCc2ccc(OC)cc2)N[C@H]1c1cccc(F)c1	.	-12	4	9
58	NC(=O)c1ccccc1NC(=O)CSC1=NCCS1	2	9	22	3
59	COc1cc(NC(=O)c2ccc(-c3cccnc3)c3ccoc23)cc(OC)c1OC	-3	-9	-6	-15
60	CC(C)CCNC(=O)c1nn(Cc2ccccc2)c(=O)c2ccccc12	.	10	3	4
61	O=C(C[C@@H]1C[C@H]2c3cc(NS(=O)(=O)c4ccc(F)cc4)ccc3O[C@H]2[C@@H](CO)O1)NCc1ccc(Cl)cc1	6	6	-13	-12
62	N#Cc1ccc(-c2ccc(C3[C@H]4CNC[C@@H]3N4C(=O)Nc3ccc(Cl)cc3)cc2)cc1 (stereo not given in full)	8	.	-7	-3
63	CN(C)C(=O)c1cccc(-c2ccc([C@@H]3[C@H](CO)N4CCCCN(C(=O)C5CCC5)C[C@@H]34)cc2)c1	5	.	11	1
64	O=C(CNc1ccc(F)cc1Cl)Nc1cccc(S(=O)(=O)N2CCCCC2)c1	5	0	.	11

no.	PglD inh	ARNT TACC3 PPI	PAX8 inh HTS	Cneo AK release
57	4	.	18	4
58	0	10	1	3
59	-5	.	-22	-2
60	-6	-2	12	0
61	1	3	0	-3
62	.	.	2	.
63	4	-2	5	0
64	-4	-1	-2	-3

# 4 of the compounds above, in transposed form:
60) CC(C)CCNC(=O)c1nn(Cc2ccccc2)c(=O)c2ccccc12
61) O=C(C[C@@H]1C[C@H]2c3cc(NS(=O)(=O)c4ccc(F)cc4)ccc3O[C@H]2[C@@H](CO)O1)NCc1ccc(Cl)cc1
63) CN(C)C(=O)c1cccc(-c2ccc([C@@H]3[C@H](CO)N4CCCCN(C(=O)C5CCC5)C[C@@H]34)cc2)c1
58) NC(=O)c1ccccc1NC(=O)CSC1=NCCS1

screen / no. | 60 | 61 | 63 | 58
PGC1a acetyl inh | . | 6 | 5 | 2
C2C12 statin | 10 | 6 | . | 9
GSIS activator | 3 | -13 | 11 | 22
LGR2 antag | 4 | -12 | 1 | 3
PglD inh | -6 | 1 | 4 | 0
ARNT TACC3 PPI | -2 | 3 | -2 | 10
PAX8 inh HTS | 12 | 0 | 5 | 1
Cneo AK release | 0 | -3 | 0 | 3

# Compound activity (PubChem BioAssay)
